Assay outcomes as filed in PubChem BioAssay.
TGFb inhibitor: TGF-b pathway inhibition | Potency, µM (titrated, usually from 46.1 µM), without a hit: at the top dose activity, negative = inhibition, actives largely listed as inhibitors | 1.2% of 410,000 active | HepG2 CAGA-GFP TGF-b/SMAD3 reporter, GFP fluorescence, 18 h; TGF-beta stimulated, 500 pg/mL final | AID 588855; further: potency means the concentration at half of the fitted maximal effect; on the % scale 0 is the no-effect control and ±100 the full control effect; nearly all actives have a fitted effect of over 65% in size
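GFP signal (ex488/em500-530) from TGF-beta-stimulated HEPG2 CAGA-GFP cells, 500 pg/mL final, 18 h at 37 degrees C in DMEM plus 1% FBS, normalized to unstimulated and DMSO-stimulated controls.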
Abeta yeast res: compounds reversing amyloid beta toxicity in yeast; 0.063% of 410,000 active; yeast expressing A-beta42, growth rescue, OD600, 48 h; response scale: 0% DMSO, 100% iron-clioquinol control; Potency, µM (titrated, usually from 46.1 µM), for inactives: at the top dose growth rescue, usual class: activators; further: potency means the concentration at half of the fitted maximal effect; nearly all actives have a fitted effect of over 55% in size
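Yeast growth medium received pinned compounds, then yeast cells expressing toxic A-beta were added; plates incubated at 30 C for 48 hr. Growth read as absorbance at 600 nm, normalized to DMSO and equimolar FeCl3 plus clioquinol controls.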
Akt phos inh: inhibitors of Akt phosphorylation | activity change, % for hits at 50 µM | 0.32% of 360,000 active | Neuro2A IGF-stimulated pAkt S473 HTRF, 20 min; active compounds read low; in the data active means activity change below about -80%; inconclusive means mostly about -51% to -80%; further: on the % scale 0 is the no-effect control and ±100 the full control effect
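Neuro2A cells in DMEM with 0.5% FBS, overnight at 37 deg C, given compound at single 50 µM final, then IGF (6 nM final) for 20 min at 37 deg C. Lysed; phospho-Akt Ser473 by HTRF after 24 h, 665/615 ratio.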
Nrf2 activator: activators of Nrf2 (ARE) signaling; AREc32 ARE-luciferase reporter (MCF7-derived line), luminescence, 24 h; Potency, µM (series often up to 46.1 µM), for the others: at the top dose activation, usual class: activators; 0.31% of 410,000 active; AID 624171; further: potency means the concentration at half of the fitted maximal effect; % of control where 0% means no effect; nearly all actives have a fitted effect of over 65% in size
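Luciferase luminescence (Steady-Glo, 30 min at room temperature) served as the read-out of ARE activation in AREc32 cells treated with compounds for 24 hr at 37 deg C.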
Nrf2 inh: blocks Nrf2 signaling; Potency, µM (series often up to 46 µM), for the others: at the top dose activity change, negative = inhibition, hits mostly inhibitors; A549 ARE-Fluc reporter, luciferase luminescence, 18-24 h; 2.1% of 360,000 active; AID 504444; further: potency means the concentration at half of the fitted maximal effect; on the % scale 0 is the no-effect control and ±100 the full control effect; nearly all actives have a fitted effect of over 60% in size
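Concentration-response testing used A549 ARE_Fluc cells at 5000 cells/well. Following an 18-24 h compound incubation, viability was read by fluorescence (Ex 405/Em 525) and luciferase output by luminescence.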
A549 viability: A549 cytotoxicity, counter-screen for Nrf2 inhibitors; Potency, µM (doses to about 46 µM), for inactives: at the highest dose activity change, negative = cytotoxicity, most hits filed as inhibitors; 0.16% of 390,000 active; A549 ARE-Fluc cells, CellTiter-Fluor viability, 18-24 h; further: potency means the concentration at half of the fitted maximal effect; on the % scale 0 is the no-effect control and ±100 the full control effect
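Cytotoxicity counterscreen: CellTiter-Fluor fluorescence was measured in A549 ARE_Fluc cells after 18-24 h of compound exposure in a concentration series. The subsequent BugLite luminescent read reports ARE-luciferase activity.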
Mm-Cpn inhibitor: blocks the Methanococcus maripaludis chaperonin Mm-Cpn | purified Mm-Cpn ATPase, ADP Transcreener TR-FRET | 0.031% of 330,000 active | Potency, µM (series often up to 76.9 µM), inactives show at the top dose activity, negative = inhibition, hits mostly inhibitors | AID 504842; further: potency means the concentration at half of the fitted maximal effect; on the % scale 0 is the no-effect control and ±100 the full control effect; nearly all actives have a fitted effect of over 80% in size
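ATPase turnover read by TR-FRET ADP competition (Eu cryptate antibody/ADP-d2, 665/590 nm): 10uM ATP final, 25nM Mm-CPN final, 30 min 37degC after 10-min compound preincubation, pH 7.4 Tris/KCl/MgCl2/DTT buffer.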
CCT chaperon mod: modulators of cytosolic chaperonin (CCT/TRiC) activity. activity change, % (test concentration not listed), hits read low. 0.3% of 360,000 active. purified chaperonin ATPase assay, HTRF ADP detection, 30 min; in the data active means activity change below about -30%; further: on the % scale 0 is the no-effect control and ±100 the full control effect
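ATPase activity: ADP formed was measured by HTRF Transcreener (665/615 nm ratio) after 30 min at 37 deg C with 10 uM ATP. Compounds screened at one 76 uM concentration against 40 or 20 nM TRiC in Tris pH 7.4/KCl/MgCl2/DTT buffer.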
HepG2 tox: HepG2 cytotoxicity, counter-screen for TGF-b inhibitors. Potency, µM (top dose mostly 46.1 µM), for the others: at the highest dose activity change, negative = cytotoxicity, usual class: cytotoxic. AID 588856. 0.76% of 410,000 active. HepG2 CAGA-GFP viability, ATP luminescence, 18 h; further: potency means the concentration at half of the fitted maximal effect; some results filed as inactive show a strong effect at the top dose
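CellTiter-Glo luminescence gave cytotoxicity after 18 hours at 37 degrees C. The cells were HepG2 CAGA-GFP in 1% FBS DMEM, stimulated with 500 pg/mL TGF-beta after compound addition. %Activity was normalised to no-cell wells (complete cell-killing) and DMSO (no toxicity), and curves were fitted and classified.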
The depositor's hits bear a star; [ ] = another dose, or the depositor's remark. Unless noted, the call rests on the fitted dose curve; in most records, active means well fitted curve in the direction sought with a large enough effect; inconclusive means small, poorly fitted or top-dose-only effect, or another doubt; inactive means no such curve, though single readings can be large; an effect the other way counts as inactive or inconclusive. Compounds as they come. Share with any hit: about 4.3%.

For CC(OC(=O)c1ccc(Cl)c(S(=O)(=O)N2CCOCC2)c1)C(=O)Nc1ccc(S(N)(=O)=O)cc1 (stereo not drawn) the results were TGFb inhibitor 3%, Abeta yeast res -4%, Akt phos inh inactive, Nrf2 activator 0.1%, Nrf2 inh -2%, A549 viability -2%, Mm-Cpn inhibitor 1%, CCT chaperon mod -1.0 and HepG2 tox 12%.
Screening O=C(O)c1ccc(-n2nc(-c3ccccc3)c3ccccc3c2=O)cc1 returned TGFb inhibitor -1%, Abeta yeast res -18%, Akt phos inh inactive, Nrf2 activator 0.2%, Nrf2 inh 18%, A549 viability 2%, Mm-Cpn inhibitor 0%, CCT chaperon mod -0.6 and HepG2 tox -8%.
For COc1ccccc1CNC(=O)c1ccc(OC(F)F)c(OC)c1 the results were TGFb inhibitor -24%, Abeta yeast res -22%, Akt phos inh inactive, Nrf2 activator 3.2%, Nrf2 inh -7%, A549 viability -2%, Mm-Cpn inhibitor -1%, CCT chaperon mod -2.6 and HepG2 tox -4%.
For Cn1nnnc1SCCNCC#Cc1ccccc1 the results were TGFb inhibitor 9%, Abeta yeast res 7%, Akt phos inh inactive, Nrf2 activator -0.5%, Nrf2 inh 6%, A549 viability -3%, Mm-Cpn inhibitor -2%, CCT chaperon mod -0.3 and HepG2 tox 4%.
`Cc1onc(-c2ccccc2Cl)c1C(=O)N1CCc2ccccc21` gave TGFb inhibitor -1%, Abeta yeast res -12%, Akt phos inh inactive, Nrf2 activator 2.3%, Nrf2 inh -9%, A549 viability 12%, Mm-Cpn inhibitor 0%, CCT chaperon mod 0.2 and HepG2 tox 2%.
For C[C@@H]1CN(Cc2nnnn2CC(=O)NCCCn2cccn2)C[C@H](C)O1 the results were TGFb inhibitor 3%, Abeta yeast res -5%, Akt phos inh inactive, Nrf2 activator -0.2%, CCT chaperon mod -0.7 and HepG2 tox 0%.
For COc1cc(-c2nnc(SCC(=O)c3ccccc3)o2)cc(OC)c1OC the results were TGFb inhibitor inconclusive, Abeta yeast res -22%, Akt phos inh inactive, Nrf2 activator 7.3%, Nrf2 inh -32%, A549 viability 1%, Mm-Cpn inhibitor -3%, CCT chaperon mod 4.0 and HepG2 tox -24%.
Screening CC(c1ccccc1C(O)c1ccccc1)N(C)C (stereo not drawn) returned TGFb inhibitor 5%, Abeta yeast res 1%, Akt phos inh inactive, Nrf2 activator -0.2%, Nrf2 inh 4%, A549 viability inconclusive, Mm-Cpn inhibitor 0%, CCT chaperon mod 0.2 and HepG2 tox 0%.
CCc1ccc(S(=O)(=O)NCc2ccc(N3CCN(C)CC3)cc2)cc1 was read as TGFb inhibitor 3%, Abeta yeast res 3%, Akt phos inh inactive, Nrf2 activator -1.1%, Nrf2 inh inconclusive, A549 viability 0%, Mm-Cpn inhibitor 0%, CCT chaperon mod 2.0 and HepG2 tox -8%.
O=C(CSc1ccccc1F)NNC(=O)c1ccncc1 was read as TGFb inhibitor 11%, Abeta yeast res -6%, Akt phos inh inactive, Nrf2 activator -0.4%, Nrf2 inh 2%, A549 viability 1%, Mm-Cpn inhibitor 0%, CCT chaperon mod -0.7 and HepG2 tox -5%.
For Cc1ccc(OCC(=O)OCc2cc(=O)n3nc(-c4cccs4)sc3n2)cc1 the results were TGFb inhibitor -18%, Abeta yeast res -14%, Nrf2 activator 0.3%, Nrf2 inh inconclusive, A549 viability 4% and HepG2 tox -12%.
CC(C)(C)c1ccc(-n2ncc3c2CCCC3NC(=O)CCN2CCCO2)cc1 (stereo not drawn) was read as TGFb inhibitor -8%, Abeta yeast res -13%, Akt phos inh inactive, Nrf2 activator 0.1%, Nrf2 inh inconclusive, A549 viability -4%, Mm-Cpn inhibitor 1%, CCT chaperon mod 0.2 and HepG2 tox -18%.
For Cc1sc(NC(=O)c2ccco2)c(C(Nc2ccccn2)c2ccccc2)c1C (stereo not drawn) the results were TGFb inhibitor 0%, Abeta yeast res 10%, Akt phos inh inactive, Nrf2 activator 9.1%, Nrf2 inh 21µM*, A549 viability -6%, Mm-Cpn inhibitor -5%, CCT chaperon mod -1.6 and HepG2 tox -21%.
COc1ccccc1CNC(=O)COC(=O)CC1CC2CCC1C2 (stereo not drawn) was read as TGFb inhibitor -3%, Abeta yeast res 10%, Akt phos inh inactive, Nrf2 activator -1.1%, Nrf2 inh 14%, A549 viability -3%, Mm-Cpn inhibitor 1%, CCT chaperon mod -2.3 and HepG2 tox -28%.
Screening Cn1cnnc1Sc1ccc(C(=O)OCC(=O)Nc2cc(Cl)cc(Cl)c2)cc1[N+](=O)[O-] returned TGFb inhibitor 6%, Abeta yeast res inconclusive, Akt phos inh inactive, Nrf2 activator 2.5%, Nrf2 inh 3%, A549 viability 13%, Mm-Cpn inhibitor 4%, CCT chaperon mod -1.9 and HepG2 tox -16%.
`COCCN1Cc2cccc(C(=O)NC3CCCCCC3)c2C1=O` gave TGFb inhibitor 5%, Abeta yeast res -12%, Akt phos inh inactive, Nrf2 activator -0.7%[9.22 µM], Nrf2 inh -7%, A549 viability 7%, Mm-Cpn inhibitor 1%, CCT chaperon mod -0.1 and HepG2 tox 0%.
For Cc1cccc(N2CCN(C(=O)CN3C(=O)CSc4c3c(C)nn4-c3ccccc3)CC2)c1C the results were TGFb inhibitor inconclusive, Abeta yeast res -5%, Nrf2 activator 0.4%, Nrf2 inh -2%, A549 viability 5% and HepG2 tox 1%.
Cc1ccc(C(=O)NCc2nnc(SCC(=O)NC(C)c3ccccc3)n2C)cc1 (stereo not drawn) was read as TGFb inhibitor 0%, Abeta yeast res -5%, Akt phos inh inactive, Nrf2 activator 0.0%, Nrf2 inh inconclusive, A549 viability -8%, Mm-Cpn inhibitor -1%, CCT chaperon mod -1.9 and HepG2 tox 5%.
For CCCCCC(=O)NNC(=S)NC(=O)c1ccc([N+](=O)[O-])cc1 the results were TGFb inhibitor -3%, Abeta yeast res inconclusive, Akt phos inh inactive, Nrf2 activator -0.4%, Nrf2 inh -2%, A549 viability 1%, Mm-Cpn inhibitor -6%, CCT chaperon mod -1.0 and HepG2 tox -9%.
`O=C(CN1CSCC1=O)N1CCN(S(=O)(=O)c2cccc(F)c2)CC1` gave TGFb inhibitor 5%, Abeta yeast res 2%, Akt phos inh inactive, Nrf2 activator -1.2%, Nrf2 inh 2%, A549 viability 0%, Mm-Cpn inhibitor 0%, CCT chaperon mod -1.2 and HepG2 tox -11%.
`COc1ccc(NC(=O)CS(=O)CC(=O)NCc2cccc(C(F)(F)F)c2)cc1` (stereo not drawn) gave TGFb inhibitor 7%, Abeta yeast res 4%, Akt phos inh inactive, Nrf2 activator -0.3%, Nrf2 inh -22%, A549 viability -11%, Mm-Cpn inhibitor -1%, CCT chaperon mod 1.2 and HepG2 tox -1%.
O=C(CNc1cc(S(=O)(=O)N2CCOCC2)ccc1NCC1CCCO1)Nc1ccccc1F (stereo not drawn) was read as TGFb inhibitor -38%, Abeta yeast res 6%, Akt phos inh inactive, Nrf2 activator 0.2%, Nrf2 inh 1%, A549 viability -5%, Mm-Cpn inhibitor -3%, CCT chaperon mod -4.7 and HepG2 tox -22%.
For COc1ccccc1-c1noc(-c2ccc(N3CCN(c4ccccc4)CC3)c([N+](=O)[O-])c2)n1 the results were TGFb inhibitor -8%, Abeta yeast res -2%, Nrf2 activator 4.1%, Nrf2 inh -1%, A549 viability -2% and HepG2 tox -9%.
For CC1CN(c2oc(-c3ccco3)nc2S(=O)(=O)c2ccccc2)CC(C)O1 (stereo not drawn) the results were TGFb inhibitor -7%, Abeta yeast res -11%, Akt phos inh inactive, Nrf2 activator 0.5%, A549 viability -4%, Mm-Cpn inhibitor 1%, CCT chaperon mod -1.4 and HepG2 tox -10%.
Screening CCOc1ccccc1N1CCN(C(=O)c2ccc3c(c2)OCO3)CC1 returned TGFb inhibitor 4%, Abeta yeast res 19%, Akt phos inh inactive, Nrf2 activator 1.4%, Nrf2 inh -12%, A549 viability 0%, Mm-Cpn inhibitor -2%, CCT chaperon mod 0.5 and HepG2 tox -15%.
Screening S=C(Nc1cccc(Cl)c1)Nc1ccc2c(c1)OCCO2 returned TGFb inhibitor -19%, Abeta yeast res inconclusive, Akt phos inh inactive, Nrf2 activator 0.3%, Nrf2 inh 3%, A549 viability 8%, Mm-Cpn inhibitor -1%, CCT chaperon mod -3.7 and HepG2 tox -9%.

3 compounds picked at random from the list so far:
O=C(CSc1ccccc1F)NNC(=O)c1ccncc1 was read as TGFb inhibitor 11%, Abeta yeast res -6%, Akt phos inh inactive, Nrf2 activator -0.4%, Nrf2 inh 2%, A549 viability 1%, Mm-Cpn inhibitor 0%, CCT chaperon mod -0.7 and HepG2 tox -5%.
For CC1CN(c2oc(-c3ccco3)nc2S(=O)(=O)c2ccccc2)CC(C)O1 (stereo not drawn) the results were TGFb inhibitor -7%, Abeta yeast res -11%, Akt phos inh inactive, Nrf2 activator 0.5%, A549 viability -4%, Mm-Cpn inhibitor 1%, CCT chaperon mod -1.4 and HepG2 tox -10%.
For CC(OC(=O)c1ccc(Cl)c(S(=O)(=O)N2CCOCC2)c1)C(=O)Nc1ccc(S(N)(=O)=O)cc1 (stereo not drawn) the results were TGFb inhibitor 3%, Abeta yeast res -4%, Akt phos inh inactive, Nrf2 activator 0.1%, Nrf2 inh -2%, A549 viability -2%, Mm-Cpn inhibitor 1%, CCT chaperon mod -1.0 and HepG2 tox 12%.
